E coli Lon inh: inhibitors of E. coli Lon protease; AID 602123; P0A9M0; purified E. coli Lon protease, fluorescence polarization; inhibition, % at 7.94 µM; 360,000 compounds, 0.42% hits; in the data active means inhibition above about 13%, passing the limit was not always enough;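 further: 0% = enzyme with probe and DMSO and 100% = no enzyme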
MsrA act: activators of bovine methionine sulfoxide reductase A; purified bovine MsrA, absorbance read-out; activation, % at 10.6 µM; 360,000 compounds, 0.3% hits; in the data active means activation above about 7.5%;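 further: 0% = vehicle and 100% = reference activator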
Rin1-Abl PPI inh: inhibitors of human Rin1-Abl protein interaction; 360,000 compounds, 0.4% hits; P00519+Q13671; TR-FRET Rin1/Abl binding, biochemical; inhibition, % at 7.35 µM; in the data active means inhibition above about 5%, passing the limit was not always enough
FAS-TE inh: blocks the thioesterase domain of human fatty acid synthase. P49327. recombinant FAS-TE, OMFH fluorogenic substrate, fluorescence endpoint. inhibition, % at 15 µM. 360,000 compounds, 0.67% hits;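 active means compounds whose normalised, plate-corrected inhibition of enzyme fluorescence in the single-dose primary screen is 50% or more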;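 further: 0% = DMSO with enzyme and 100% = substrate without enzyme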
CendR NRP1 mod: alters CendR peptide binding to human NRP-1 | inhibition, % at 25 µM | O14786 | 360,000 compounds, 0.85% hits | FAM-RPARPAR peptide binding to NRP-1, fluorescence polarization;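 active means inhibition or corrected inhibition above about 18%, plus a signal ratio from 0.5 to 1.5, limit read from the data, passing the limit was not always enough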; further: strong numbers were not always called active
Target sequence (O14786 whole entry, looked up): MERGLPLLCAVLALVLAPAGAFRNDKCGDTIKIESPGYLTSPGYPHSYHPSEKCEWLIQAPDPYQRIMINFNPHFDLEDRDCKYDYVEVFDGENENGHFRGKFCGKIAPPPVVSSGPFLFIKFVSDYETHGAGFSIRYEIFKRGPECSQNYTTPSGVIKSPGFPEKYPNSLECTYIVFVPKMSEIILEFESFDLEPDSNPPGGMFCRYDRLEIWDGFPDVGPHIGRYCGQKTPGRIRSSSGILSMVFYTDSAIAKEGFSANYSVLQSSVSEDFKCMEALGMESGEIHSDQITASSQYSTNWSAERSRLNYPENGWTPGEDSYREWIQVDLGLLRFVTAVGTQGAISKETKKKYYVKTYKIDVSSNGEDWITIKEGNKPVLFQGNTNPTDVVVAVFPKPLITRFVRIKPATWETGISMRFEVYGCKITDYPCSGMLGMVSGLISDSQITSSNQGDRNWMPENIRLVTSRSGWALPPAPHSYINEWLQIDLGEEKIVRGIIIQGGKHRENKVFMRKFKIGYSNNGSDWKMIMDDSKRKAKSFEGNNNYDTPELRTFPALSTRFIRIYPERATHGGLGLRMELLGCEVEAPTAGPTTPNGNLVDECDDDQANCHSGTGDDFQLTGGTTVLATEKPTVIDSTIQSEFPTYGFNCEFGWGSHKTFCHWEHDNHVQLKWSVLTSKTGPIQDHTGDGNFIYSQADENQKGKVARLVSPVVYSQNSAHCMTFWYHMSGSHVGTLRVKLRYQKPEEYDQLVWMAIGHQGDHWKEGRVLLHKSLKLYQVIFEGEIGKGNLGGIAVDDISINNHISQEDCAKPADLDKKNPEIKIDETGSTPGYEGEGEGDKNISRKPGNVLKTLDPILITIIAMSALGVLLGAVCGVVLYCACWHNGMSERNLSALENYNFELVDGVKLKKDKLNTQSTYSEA
Neddylation inh: inhibitors of human cullin neddylation | TR-FRET cullin neddylation, biochemical | calls only at 25 µM | 360,000 compounds, 0.58% hits | AID 651699; in the data active means inhibition above about 36%
SKN-1 block: inhibitors of C. elegans SKN-1. C. elegans VP596 Pgst-4::GFP/RFP ratio, acrylamide-induced, 24 h. inhibition, % at 21.8 µM. 360,000 compounds, 0.49% hits;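 active means interference check ratio from 0.5 to 1.5 plus GFP to RFP signal ratio inhibition reaching or exceeding a fixed threshold, cut at about 30% in these data, passing the limit was not always enough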; further: some compounds called inactive have numbers as strong as hits
MsrA inh: inhibitors of bovine MsrA; inhibition, % at 15.5 µM; 360,000 compounds, 0.75% hits; purified bovine MsrA, absorbance read-out; AID 651718; in the data active means inhibition above about 4.5%;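 further: 0% = vehicle wells with enzyme and 100% = reference inhibitor wells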
MT1-MMP act inh: inhibitors of human MT1-MMP activation; GFP/RFP ratio change, % at 20 µM; P50281; 360,000 compounds, 0.061% hits; HT1080 RFP-PRO-GFP cells, GFP/RFP ratio fluorescence, overnight; percent of plate control window, DMSO zero;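 active means GFP/RFP ratio change of at least 30% with cell ATP level not reduced by more than half and red fluorescence within 50% of control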; further: strong numbers were not always called active
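Compound: 20 µM single dose, 1% DMSO / System: HT1080 RFP-PRO-GFP cells / Controls: DMSO and RFP-L50D-GFP cell wells / Read-out basis: GFP/RFP fluorescence ratio / Schedule: overnight compound exposure at 37 °C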
Starred values were filed as active, the others as inactive; i = inactive; . = no result given; + = active, no number.

SMILES	E coli Lon inh	MsrA act	Rin1-Abl PPI inh	FAS-TE inh	CendR NRP1 mod	Neddylation inh	SKN-1 block	MsrA inh	MT1-MMP act inh
O=C(c1ccc(-c2ccccc2)cc1)N1CCN(Cc2ccccn2)CC1	-6	4	0	-6	6	i	10	0.5	9
COc1cccc(C(=O)Nc2ccc3c(c2)CCCN3C(=O)c2cccs2)c1OC	-8	-10	1	8	-6	i	-5	0.3	4
Cc1sc2ncnc(N3CCN(S(=O)(=O)c4ccc(F)cc4)CC3)c2c1C	10	1	1	14	-11	i	7	-0.1	-5
Cc1ccc(CNC(=O)c2cc(-c3ccccc3)nn2Cc2cc(C)no2)cc1	-2	-1	2	26	-4	i	5	0.7	-6
O=C(NCc1ccccn1)C(=O)NCc1ccccn1	-8	-2	-2	-10	-6	i	24	-1.1	0
Cc1ccc(NC(=S)NNC(=O)C2CC2c2ccc(C)cc2)cc1 (centres undefined)	-6	-11	4	-4	-3	i	40*	-0.7	-1
Cc1ccc(-c2nnn(CCC(=O)NC(C)(C)C)n2)cc1	3	-4	-1	-3	1	i	-11	-1.3	-7
Cc1ccc(S(=O)(=O)N2CCN(C(=O)COC(=O)/C=C/c3ccc([N+](=O)[O-])cc3)CC2)c(C)c1	-11	-3	5	-7	12	i	11	0.6	2
CC(C)C[C@H]1CNC(=O)C(=O)N1C[C@@H]1CCCN1C[C@H](Cc1ccccc1)N1C[C@H](CC(C)C)N(CCc2ccccc2)C(=O)C1=O	-1	0	.	-5	-5	i	4	1.9	-2
C=CCN=C1N[C@@H](c2cccc(C(F)(F)F)c2)C(C(=O)OC)=C(C)N1CC	1	0	-1	-10	15	i	11	-1.2	-4
COc1ccc(CN2CCN(S(=O)(=O)c3ccc(F)cc3)CC2)cc1OC	-3	-1	1	-6	-9	i	2	0.3	5
CCc1ccc(CN(C)C(=O)CCc2nnc(CCc3cccc(OC)c3)o2)nc1	0	-9	2	-11	-10	i	-8	-1.1	7
COC(=O)NCc1ccc2c(c1)OCO2	5	0	-3	-2	11	i	17	-1.0	-3
Cc1c(C(=O)N2CCN(Cc3ccc4c(c3)OCO4)CC2)cccc1[N+](=O)[O-]	3	-4	1	4	-11	i	0	-0.5	-2
CCc1noc(C)c1C(=O)NNC(=O)c1ccc(N(CC)CC)cc1	0	-12	3	0	-5	i	-3	1.8	15
O=C(NCC(=O)N(c1ccc2c(c1)OCO2)C(C(=O)NC1CCCC1)c1cccs1)c1ccco1 (centres undefined)	-15	-3	3	22	11	i	5	-1.2	-2
CCOc1ccccc1C(=O)NCCC(=O)O	17*	-1	4	-6	14	i	-10	-0.3	-3
O=[N+]([O-])c1ccc(O)c(/C=N\N=C2c3ccccc3-c3ccccc32)c1	3	-1	-3	7	1	i	13	1.5	-10
Cc1ccc([N+](=O)[O-])cc1S(=O)(=O)N1CCCC1	9	-1	1	-4	13	i	3	1.7	-5
CCOc1ccc(N(CC(=O)N2CC=C(c3ccccc3)CC2)S(=O)(=O)c2c(C)noc2C)cc1	-3	-2	-3	26	-12	i	-8	0.0	-3
CN(C)c1nc(SCC#N)nc(N(C)C)n1	-8	-6	-3	-4	5	i	9	1.0	-2
CN1CCN(C(=O)COCc2cc(-c3ccc4c(c3)OCO4)on2)CC1	-11	-5	6	-5	1	i	-10	1.5	2
Cc1cc2cc(CNC(=O)Cc3ccc([N+](=O)[O-])cc3)ccc2[nH]1	-2	-5	6	7	10	i	13	0.2	7
Cc1ccc2[nH]c(=O)c(C(c3nnnn3C(C)(C)C)N3CCN(C(=O)c4ccco4)CC3)cc2c1 (centres undefined)	-1	-5	4	1	5	i	3	0.7	-1
CC(O)CNC(=O)Cc1cc(=O)[nH]c(=O)[nH]1 (centres undefined)	8	-1	-2	-5	-6	i	-5	-0.3	1
CN(C)c1ccc(N/C=C/C(=O)c2ccc(F)cc2)cc1	-14	-3	5	-8	-11	i	11	.	-13
CC(=O)c1ccc(NC(=O)CSc2nc3[nH]c(=O)cc(O)c3s2)cc1	-8	-3	-1	-4	-18	i	-3	2.0	-6
Cc1nc2ccc(NS(=O)(=O)c3ccc(F)c(F)c3F)cc2s1	-17	-2	3	-6	-20	i	23	-0.7	-3
COc1ccc(CN(C2CCCC2)S(=O)(=O)c2ccc(-n3cnnn3)c(OC)c2)cc1OC	2	-8	3	23	-1	i	-1	0.6	2
CCc1nc(-c2ccccc2)cc(=O)[nH]1	-1	0	1	-8	9	i	9	-0.8	3
CN(C)S(=O)(=O)c1ccc(Cl)c(NC(=O)COC(=O)CCSc2ccccc2)c1	-2	-13	1	-2	7	i	3	-1.2	.
O=C(NCc1ccccc1)C1=C[C@@H](C2CC2)C[C@@H](OCCCCO)O1	-8	-5	5	-10	7	i	1	0.7	5
CN1CCN(S(=O)(=O)c2ccc(C3CCCCC3)cc2)CC1	-4	-3	2	0	2	i	12	-1.6	5
O=C(CSc1ccc(-c2ccc(Br)cc2)nn1)NC1CCCC1	12	-9	-2	-3	6	i	-12	-0.7	3
COC(=O)c1ccc(COC(=O)c2ccc(C)c(S(=O)(=O)N3CCCCC3)c2)cc1	-4	-4	3	30	-5	i	-21	1.4	1
COc1ccc(COc2cc(-c3cccc(OC)c3)nc3ccc(NC(=O)C(C)C)cc23)cc1	-12	-4	2	16	0	i	-10	0.9	13
Cc1ccc(C(C[N+](=O)[O-])c2c(-c3ccccc3O)[nH][nH]c2=O)cc1 (centres undefined)	1	-3	0	-4	6	+	0	1.3	0
COc1ccc(NC(=O)CCn2cccc2)cc1	-7	-8	2	-8	-4	i	7	-1.3	1
CCOC(=O)COc1ccc(C2NC(C(=O)O)CS2)cc1 (centres undefined)	0	-5	4	-9	22	i	-7	0.0	-2
Cc1ccc(NC(=O)c2ncn(CC(=O)NCc3ccccc3)n2)cc1C	-5	-3	-1	-4	-4	i	-10	-0.4	2
Cc1cccc(N2CCN(C(=O)c3cn(C)c(=O)c4c3c3ccccc3n4C)CC2)c1C	0	-1	-4	30	9	i	22	.	-4
CCOC(=O)C(C)Oc1cccc2c(=O)n(CC(=O)NCc3ccc4c(c3)OCO4)ccc12 (centres undefined)	-11	-12	2	-7	-18	i	-21	1.0	12
Cc1cccn2c(N)c(-c3ccccc3)nc12	-11	-2	-1	-6	0	.	-5	1.7	-1
CCc1ccccc1NC(=O)N1CCCC(CCC(=O)N(C)CCc2ccccn2)C1 (centres undefined)	-6	-2	1	-5	2	i	7	0.1	5
S=C(Nc1ccccc1Cl)Nc1ccc(Cl)cc1Cl	-17	1	1	-5	-7	i	-10	-0.8	1
CC1=CC2=NC(=O)/C(=C\c3cc(C)n(-c4cccc(Cl)c4)c3C)C(=N)N2O1	1	-10	0	17	-11	i	8	-1.1	-9
COc1ccc(C2c3[nH]c4ccccc4c3C[C@H]3C(=O)N(C4CCN(Cc5ccccc5)CC4)CC(=O)N23)c(OC)c1 (some centres undefined)	-8	-1	2	16	8	i	-5	-0.8	-2
O=C(CSc1nnc(C2CC2)n1Cc1ccccc1)Nc1cccnc1Cl	6	-11	2	-1	0	i	7	0.5	-1
O=C(Nc1cccnc1)c1ccc(Cl)cc1[N+](=O)[O-]	0	-9	2	-8	6	i	12	-2.0	-3
COc1ccc(S(=O)(=O)Nc2ccccc2OC)cc1NC(=O)c1cc2ccccc2oc1=O	2	-3	-4	-2	-5	i	-5	1.2	0
C=CCn1c2c(c3ccccc31)CCC2	8	-3	2	13	-2	i	17	1.4	3
COc1ccc(C(=O)OCN2C(=O)c3ccccc3C2=O)cc1	-1	-4	2	6	8	i	-5	-0.9	0
O=C1NCN(C2CCCCC2)CN1	-14	-2	3	-6	17	i	-1	0.6	-1
COc1ccc(C(=O)NC(C(=O)N2CCN(c3ccccc3O)CC2)C(C)C)cc1 (centres undefined)	-2	-1	4	-1	5	i	-9	0.5	-2
O=C(CSc1ccc2ccccc2c1)NCCCN1CCCC1=O	4	0	1	-8	0	i	0	-1.2	-3
O=C(Nc1cccc2c1CCCC2)c1ccccc1F	-2	-2	-2	6	12	i	9	1.1	1
Cc1c(C(=O)C(=O)N2CCN(C)CC2)c2ccccc2n1C	0	-8	-2	-3	2	i	0	3.3	6
O=C(CCN1CCOCC1)Nc1cc(C(=O)Nc2ccccc2F)ccc1N1CC2CC(C1)c1cccc(=O)n1C2 (centres undefined)	-4	-1	0	-5	-2	i	11	0.7	0
Cc1ccc(-c2noc(CSc3nnc(Cc4ccccc4)n3-c3cccc(C)c3)n2)cc1	-1	-8	6	26	6	i	-5	0.7	-2
Cc1ccc(S(=O)(=O)Nc2ccc(-n3c(C)nc4ccccc4c3=O)cc2)cc1	11	-2	-1	-1	-5	i	7	-1.9	5

Next results:
SMILES	E coli Lon inh	MsrA act	Rin1-Abl PPI inh	FAS-TE inh	CendR NRP1 mod	Neddylation inh	SKN-1 block	MsrA inh	MT1-MMP act inh
O=C1C(=O)N(Cc2cccnc2)C(c2ccccn2)/C1=C(/O)c1ccccc1 (centres undefined)	-6	-3	0	-3	1	i	6	2.6	1
CC(C)CC(=O)N1CCN(Cc2ccc(C(F)(F)F)cc2)CC1	-1	0	1	-2	8	i	17	-0.1	4
COc1ccc(-c2nnc(SCCC(=O)O)n2-c2ccccc2)cc1OC	-10	4	1	-8	-4	i	-11	-0.8	-1
Cc1ccc(S(=O)(=O)N2CCOCC2)cc1NC(=O)CNCC1CCCCC1	-5	-8	-2	1	4	i	1	0.8	-3
COc1ccc(-n2nc3c(c2NC(=O)C2CC(=O)N(c4ccccc4)C2)CS(=O)(=O)C3)cc1 (centres undefined)	-10	0	4	-2	10	i	3	0.1	-1
COc1ccc(C2(C(N)=O)CCCCC2)cc1OC	-8	5	-3	-6	11	i	-9	0.0	-4
COc1ccc(NC(=O)/C(C#N)=C/c2ncc([N+](=O)[O-])n2C)c(OC)c1	-4	0	-1	25	10	i	10	0.3	2
COc1cccc(/C=C/C(=C2/C(=O)N(c3ccccc3)N=C2C)c2ccc(C)cc2)c1OC	-6	-1	1	-7	-1	i	7	-0.1	7
CC1Cc2ccccc2N1S(=O)(=O)c1cnc(Cl)c(Cl)c1 (centres undefined)	-5	0	1	27	5	i	-6	0.0	-1
COC(=O)c1cc(NC(=O)c2cccs2)ccc1N1CCOCC1	6	1	-4	-3	11	i	1	-0.1	9
CN(C)c1cc(Nc2ccc(O)cc2)c([N+](=O)[O-])c2nonc12	-1	-3	-5	7	-9	i	2	1.1	8
CSc1ccc(/C=N/n2c(C3CCCCC3)n[nH]c2=S)cc1	2	-2	-2	14	4	i	17	2.8	1
CN(C)C(=O)c1c2c(nc3ccccc13)CCCC2	-3	-4	-1	-3	-8	i	5	0.0	-6
O=C(NCCCN1CCc2ccccc2C1)C1CCN(S(=O)(=O)N2CCCC2)CC1	-4	-2	3	-3	3	i	-7	1.6	-7
Cc1ccc(-c2cc3nc(C)cc(N4CCN(C(=O)c5ccoc5)CC4)n3n2)cc1	0	-5	1	12	-6	.	-1	0.5	-231
NC(N)=N/N=C(\N=Nc1ccccc1)c1cccc2cccnc12	-10	-1	-9	-9	-10	i	1	2.1	-1

Among those listed so far, 2 have a CF3 group.
SMILES	E coli Lon inh	MsrA act	Rin1-Abl PPI inh	FAS-TE inh	CendR NRP1 mod	Neddylation inh	SKN-1 block	MsrA inh	MT1-MMP act inh
C=CCN=C1N[C@@H](c2cccc(C(F)(F)F)c2)C(C(=O)OC)=C(C)N1CC	1	0	-1	-10	15	i	11	-1.2	-4
CC(C)CC(=O)N1CCN(Cc2ccc(C(F)(F)F)cc2)CC1	-1	0	1	-2	8	i	17	-0.1	4

An excerpt from above in order of the CendR NRP1 mod value, highest first.
SMILES,E coli Lon inh,MsrA act,Rin1-Abl PPI inh,CendR NRP1 mod,Neddylation inh,SKN-1 block,MsrA inh,MT1-MMP act inh
COC(=O)c1cc(NC(=O)c2cccs2)ccc1N1CCOCC1,6,1,-4,11,i,1,-0.1,9
COc1ccc(-n2nc3c(c2NC(=O)C2CC(=O)N(c4ccccc4)C2)CS(=O)(=O)C3)cc1 (centres undefined),-10,0,4,10,i,3,0.1,-1
CN(C)c1cc(Nc2ccc(O)cc2)c([N+](=O)[O-])c2nonc12,-1,-3,-5,-9,i,2,1.1,8

Screening data: PubChem BioAssay, several laboratories
